TRAIL sens C8: sensitizes caspase-8 expressing cells to TRAIL | 360,000 compounds, 1% hits | AID 624354 | inhibition (viability loss, TRAIL sensitization), % at 10 µM | NB7+C8 cells + TRAIL, ATPlite viability luminescence;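 active = compounds causing at least 50% loss of cell viability in the single-dose screen, relative to plate controls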
COUP-TFII inh: blocks human COUP-TFII nuclear receptor; P24468; HEK293T NGFI-A luciferase reporter, luminescence; 370,000 compounds, 0.7% hits; inhibition, % at 8.6 µM;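 active = inhibition above a per-plate cutoff, mean inhibition of test wells between control levels plus 3 SD, cut at about 38% in these data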;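 note: cells cotransfected with COUP-TFII expression vector driving the NGFI-A reporter; 0% = median of COUP-TF2 test wells and 100% = reporter-only cells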
Target sequence (P24468 whole entry, looked up): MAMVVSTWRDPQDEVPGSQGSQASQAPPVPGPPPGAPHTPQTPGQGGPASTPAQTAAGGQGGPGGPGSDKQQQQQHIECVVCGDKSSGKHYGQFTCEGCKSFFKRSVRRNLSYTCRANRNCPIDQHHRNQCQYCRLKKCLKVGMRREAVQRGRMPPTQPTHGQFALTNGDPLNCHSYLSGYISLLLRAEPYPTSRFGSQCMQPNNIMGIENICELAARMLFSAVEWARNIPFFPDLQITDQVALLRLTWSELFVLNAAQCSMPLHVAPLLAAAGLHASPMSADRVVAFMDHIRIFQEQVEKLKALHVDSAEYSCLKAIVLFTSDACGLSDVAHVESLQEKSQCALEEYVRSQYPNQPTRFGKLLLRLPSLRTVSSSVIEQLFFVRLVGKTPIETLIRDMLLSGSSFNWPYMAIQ
LMP1 NFkB inh: reduces LMP1-driven NF-kappaB luciferase signal; LMP1-induced NF-kappaB luciferase reporter cells, luminescence; inhibition, % at 12.5 µM; 350,000 compounds, 0.69% hits; AID 504558; in the data active = inhibition above about 41%;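 note: 0% = neutral control wells and 100% = reference inhibitor control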
NR5A2 inv ag: inverse agonists of human LRH-1 (NR5A2) | inhibition, % at 3.6 µM | AID 602396 | HEK293T StAR-luciferase reporter, LRH-1 transfected, 24 h | 360,000 compounds, 0.13% hits | O00482;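 active = inhibition above the mean inhibition of all tested compounds plus 3 SD, cut at about 73% in these data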;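 note: 0% = DMSO wells and 100% = reporter-only cells lacking LRH-1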
Target sequence (O00482 whole entry, looked up): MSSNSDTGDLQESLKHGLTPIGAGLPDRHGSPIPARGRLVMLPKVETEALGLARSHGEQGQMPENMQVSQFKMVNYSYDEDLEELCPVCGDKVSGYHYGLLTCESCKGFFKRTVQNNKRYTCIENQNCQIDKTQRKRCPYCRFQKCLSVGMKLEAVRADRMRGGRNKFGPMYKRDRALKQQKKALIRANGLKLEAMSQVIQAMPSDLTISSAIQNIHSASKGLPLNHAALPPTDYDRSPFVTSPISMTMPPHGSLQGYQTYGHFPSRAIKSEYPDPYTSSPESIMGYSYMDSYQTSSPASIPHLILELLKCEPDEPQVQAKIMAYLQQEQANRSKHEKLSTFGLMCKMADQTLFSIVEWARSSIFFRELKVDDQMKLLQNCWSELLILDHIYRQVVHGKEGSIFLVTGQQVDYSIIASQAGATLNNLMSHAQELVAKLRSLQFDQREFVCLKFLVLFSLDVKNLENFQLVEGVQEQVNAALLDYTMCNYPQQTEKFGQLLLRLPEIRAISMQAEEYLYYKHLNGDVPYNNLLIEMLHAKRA
TLR9-MyD88 block: TLR9-MyD88 interaction inhibition; inhibition, % at 4.98 µM; Q9NR96+Q99836; CHO BLA complementation TLR9-MyD88, CCF4 FRET ratio; 340,000 compounds, 0.21% hits;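 active = inhibition above the mean over all tested compounds plus 3 SD, cut at about 21% in these data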;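 note: 0% = DMSO only wells and 100% = clavulanate BLA inhibitor control wells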
NCOA1 inh: inhibits human SRC1 coactivator. HEK293 GAL4-SRC1 luciferase reporter, luminescence. 360,000 compounds, 0.12% hits. AID 588354. inhibition, % at 3.6 µM. Q15788;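 active = inhibition above the campaign mean plus 3 SD, with each screening campaign given its own cutoff, cut at about 60% in these data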;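 note: 0% = DMSO treated cells and 100% = gossypol at 36 µM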
NOD2-RIPK2 inh: inhibitors of human NOD2-RIPK2 interaction; CHO BLA complementation NOD2-RIPK2, CCF4 ratio; O43353; 360,000 compounds, 0.38% hits; inhibition, % at 4.98 µM; in the data active = inhibition above about 21%;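 note: 0% = vehicle only and 100% = reference blocker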
TWEAK-Fn14 inh: inhibitors of TWEAK-Fn14 interaction signaling; TWEAK-stimulated Fn14 reporter cells, luciferase luminescence, 8 h; inhibition, % at 10 µM; 360,000 compounds, 2% hits; in the data active = inhibition above about 50%
NCOA3 inh: inhibits human SRC3 coactivator. inhibition, % at 3.6 µM. HEK293 GAL4-SRC3 luciferase reporter, luminescence. Q9Y6Q9. 360,000 compounds, 0.17% hits;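 active = inhibition above a per-campaign cutoff, the mean of all compounds plus 3 SD, cut at about 60% in these data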;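 note: 0% = DMSO-treated cells and 100% = gossypol-treated cells at 36 µM; higher means less SRC3-driven luciferase light from the GAL4 reporter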
TROY NFkB inh: inhibitors of TROY-dependent NF-kB signaling; Q293 LMP1-TROYcd NF-kB luciferase reporter, 4 h; inhibition, % at 10 µM; 360,000 compounds, 0.98% hits; AID 1347056;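 active = compounds whose plate-normalised and pattern-corrected inhibition of the luciferase reporter signal at the single screening dose is 50% or more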
NCOA2 inhibitor: human SRC2 (NCOA2) inhibition; HEK293 GAL4-SRC2 luciferase reporter, luminescence; inhibition, % at 9 µM; 370,000 compounds, 0.17% hits; AID 651957;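 active = inhibition above the mean inhibition of all tested compounds plus 3 SD, set per campaign, cut at about 52% in these data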;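 note: 0% = DMSO treated cells and 100% = cells given Gossypol at 36 µM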
An asterisk follows results filed as active; nt = not tested or not shown. Only part of the results is shown; the hit share may differ from the screen's.

SMILES	TRAIL sens C8	COUP-TFII inh	LMP1 NFkB inh	NR5A2 inv ag	TLR9-MyD88 block	NCOA1 inh	NOD2-RIPK2 inh	TWEAK-Fn14 inh	NCOA3 inh	TROY NFkB inh	NCOA2 inhibitor
Cc1ccc(S(=O)(=O)N2CCN(C(=O)Cn3nc(C)c([N+](=O)[O-])c3C)CC2)c(C)c1	8	-8	4	-12	-17	1	-7	0	-26	14	26
O=C(C[C@H]1C[C@@H]2c3cc(NC(=O)c4ccc5c(c4)OCO5)ccc3O[C@@H]2[C@H](CO)O1)NCc1cc(F)ccc1F	-6	2	2	-28	10	-16	-8	-11	4	-21	-4
O=C(COC(=O)c1ccc(-c2ccccc2)cc1)Nc1ccccc1-c1ccccc1	7	0	-5	7	8	5	-4	0	13	1	9
O=C(Cc1ccccc1)N/N=C/c1cc(Br)cc(Br)c1O	-1	5	18	14	-5	12	4	4	2	32	10
COC(=O)C(O)(CC(=O)Nc1ccc(OC)cc1)C(F)(F)F (stereo unspecified)	-17	-6	0	0	-5	-8	-4	-8	-2	-3	9
NC(=O)C1CCC(NC(=O)OCc2ccccc2)CC1 (stereo unspecified)	10	-26	-2	-10	-13	-31	3	-12	3	-37	-14
COc1ccc(NC(=O)CCS(=O)(=O)c2ccccc2Cl)cc1S(=O)(=O)Nc1ccc(Cl)cc1	16	-2	-2	-10	-5	-27	-14	-2	14	35	5
N#Cc1cc([N+](=O)[O-])ccc1N1CCN(c2ccccc2O)CC1	7	-10	5	-40	-2	-18	13	-25	-8	-18	-5
Cc1cccc(Oc2cc([N+](=O)[O-])cc3c2C(=O)Nc2ccccc2O3)c1	12	12	4	14	-3	8	-4	47	11	14	2
CCCOc1ccc(C(=O)Nc2cccnc2)cc1	4	-24	-19	-98	6	-96	7	2	-105	-44	-39
CCCn1cc(S(=O)(=O)c2ccc(C)cc2)c(=O)c2cc(OC)ccc21	-11	-6	-4	-15	-8	-4	-6	-5	10	-25	-18
Cc1c(NC(=O)/C(=C/c2cccs2)c2cccs2)c(=O)n(-c2ccccc2)n1C	-10	6	-3	9	0	-6	5	-8	2	-4	8
O=[N+]([O-])c1ccc(Cl)cc1NCc1cccnc1	8	-10	1	-24	5	-19	-7	-16	-2	19	-16
COc1ccc(NC(=O)CCCCCN2C(=O)[C@@H]3Cc4ccccc4CN3C2=O)cc1Cl	0	3	4	12	-12	3	-3	4	19	-13	-8
c1ccc(NC2=Nc3cccc4cccc2c34)cc1	3	-13	-3	-4	-10	-15	-5	-23	1	-51	-29
CCOc1ccc(N/C=C\C(=O)c2ccc3c(c2)OCO3)cc1	23	-28	-21	-24	0	-56	-8	-12	-49	-20	-23
O=C(CSc1nnc(-c2ccccc2F)n1C1CCCCC1)Nc1cc(C(=O)O)ccc1Cl	10	1	22	-21	-7	-10	-16	3	14	-4	-3
COc1ccc(OC(C)C(=O)N2CCOCC2)cc1 (stereo unspecified)	14	4	-3	-5	6	-20	-6	0	0	-12	-21
c1ccc2c3c(c(CN4CCCC4)cc2c1)COC3	-4	-1	2	7	-1	-3	-14	-19	11	14	6
COc1cccc2cc(C(=O)N3CCCCC3C)c(=O)oc12 (stereo unspecified)	-9	-6	-5	-9	-8	-4	5	10	-29	-3	-3
COC(=O)c1sc(NC(=S)NC(=O)c2ccccc2)nc1C	49	3	-33	-8	-9	-20	-13	7	-38	52*	-9
CN(C(=O)c1ccco1)c1ccccc1C(=O)O	0	21	4	13	9	9	-17	-12	-3	3	1
CCN(CC)CCNC(=O)CCCCCn1c(=O)[nH]c2cc(C(=O)OC)ccc2c1=O	5	-2	12	14	2	19	-10	-9	-3	10	-23
COc1ccc(OC)c(C2CC(=O)N3CN(c4ccccc4)CSC3=C2C#N)c1 (stereo unspecified)	-26	13	4	-16	-4	-8	-24	-9	-11	-40	1
Cc1cccc([C@@H]2[C@@H]3C(=O)N(Cc4ccccc4)C(=O)[C@@H]3[C@]3(Cc4ccc(Cl)cc4)C(=O)N(c4cccc(Br)c4)C(=O)N23)c1	-4	-4	-9	1	-1	8	0	-4	-1	-5	5

Arranged by value in NOD2-RIPK2 inh (high to low): three of the compounds above.
SMILES | NOD2-RIPK2 inh
COc1ccc(NC(=O)CCCCCN2C(=O)[C@@H]3Cc4ccccc4CN3C2=O)cc1Cl | -3
COC(=O)C(O)(CC(=O)Nc1ccc(OC)cc1)C(F)(F)F (stereo unspecified) | -4
Cc1ccc(S(=O)(=O)N2CCN(C(=O)Cn3nc(C)c([N+](=O)[O-])c3C)CC2)c(C)c1 | -7

Next records follow.
SMILES	TRAIL sens C8	COUP-TFII inh	LMP1 NFkB inh	NR5A2 inv ag	TLR9-MyD88 block	NCOA1 inh	NOD2-RIPK2 inh	TWEAK-Fn14 inh	NCOA3 inh	TROY NFkB inh	NCOA2 inhibitor
CC(=O)C(C)Oc1cc(C)cc2oc(=O)c(C)c(C)c12 (stereo unspecified)	-14	10	4	23	-7	2	8	1	14	12	20
OCC(O)C1OC(Oc2ccccc2)C(O)C(O)C1O (stereo unspecified)	11	-5	-4	-5	-1	-8	10	-4	-31	-3	-16
NC(=S)n1[nH]c(-c2ccc([N+](=O)[O-])cc2)c(N=Nc2ccc(Cl)cc2)c1=O	59*	nt	32	24	-6	-42	-1	54*	10	53*	nt
COc1ccccc1NC(=O)CNC(=O)c1ccccc1	-6	7	0	-3	5	2	1	-12	-29	-6	17
Cc1nc(NC(=O)CSc2nnc3ccccn23)c(Cl)cc1Cl	6	2	-2	23	7	-2	0	9	8	2	-1
COc1ccc(N(CC(=O)NC2CCCC2)C(=O)Cn2nnc(-c3ccc(OC)c(OC)c3)n2)cc1	-7	5	6	1	-9	17	-5	3	-3	-17	-2
CCN(CC)c1ccc2cc(C(=O)NCc3ccc(F)cc3)c(=N)oc2c1	13	-4	-13	-10	-10	4	-9	3	15	-12	-20
O=C(CCCOc1ccc(Cl)cc1)N1CCCCC1	23	-18	-4	-44	6	-53	-3	39	-74	-56	-17
CN(C)CC(=O)Nc1ccc(Oc2ccc(Cl)cc2)cc1	3	-3	0	-13	3	-7	11	-3	-4	2	0
CCOC(=O)CNC(=O)Cn1cnc2sc(C)c(S(=O)(=O)N3CCC(C)CC3)c2c1=O	-6	-1	-11	5	1	-5	-5	-30	-13	-6	2
COc1ccc(NC(=O)c2cccnc2Sc2ccccc2)c(OC)c1	0	17	-5	-27	-9	4	-9	-9	14	8	-14
Cc1ccc2c3c(c(SCC(=O)Nc4nonc4C)nc2c1)CCCC3	18	20	0	-8	-6	-12	-6	-32	-10	7	3
N/C(=N\OC(=O)c1ccc(Cl)cc1)c1ccc(Cl)cc1	88*	-6	-42	4	5	-32	-4	-6	-32	-51	8
Cc1cccc(-c2cccc(NC(=O)C3CCCN(C(=O)c4cccnc4)C3)c2)c1 (stereo unspecified)	5	22	2	-6	-15	2	-5	-1	-3	-7	16
Cc1nn(CC(=O)Nc2ccc(Cl)cn2)c(C)c1[N+](=O)[O-]	-10	-4	-3	6	1	-1	-5	-8	19	1	-14
CCOC(=O)C1CCCN(c2c(NCc3ccco3)c(=O)c2=O)C1 (stereo unspecified)	-13	8	-11	6	1	-14	-4	-8	-18	-20	-5
COc1ccc(C(=O)NNC(=O)COc2ccc(Cl)cc2)c(OC)c1	-13	14	3	-18	12	-5	1	-17	4	-28	-13
CCN1CCn2c1nc(N1CCOCC1)nc2=O	6	-20	-2	-12	0	-3	-8	37	-5	3	16
COc1ccc(-c2cc(C(=O)NCc3ccc(Cl)cc3)no2)cc1OC	-8	-6	3	1	1	4	2	-16	-5	-21	-25
COc1ccc(NC(=O)c2c(N)no[n+]2[O-])c(OC)c1	21	8	-1	-4	6	-8	11	-21	11	0	-14
CN(Cc1nc(-c2ccncc2)no1)S(=O)(=O)c1ccc(Br)cc1	8	10	1	-5	-43	18	-4	3	17	20	12
CCOC(=O)C1(CCOc2ccccc2)CCN(CC=C(C)C)CC1	0	13	-6	4	7	-17	3	-11	-7	4	16
CCOc1ccc(CSC2=NCCN2)cc1[N+](=O)[O-]	-5	6	-7	38	-10	13	5	20	12	11	-19
NC(Cc1ccc(Cl)cc1)c1csc(Nc2nccc(C(F)(F)F)n2)n1 (stereo unspecified)	23	-16	nt	7	nt	-9	2	-21	8	-10	20
CCCCOc1ccc(-c2nnc(-c3ccco3)o2)cc1	23	-48	2	-165	3	-103	-2	36	-78	-40	-50
O=S(=O)(Cc1cc(N2CCOCC2)nc(-c2ccccn2)n1)c1ccccc1	7	1	-1	22	2	4	3	-8	12	1	-14
N#C/C(=N\Nc1ccc(F)cc1)C(=N)N1CCCCCC1	31	-70	-31	-158	-12	-128	-8	14	-74	8	-38
COc1ccc(C(=O)Nc2ccc(Cl)c(S(=O)(=O)Nc3ccccc3OC)c2)cc1	25	63*	13	20	3	15	8	81*	17	53*	25

Molecules from the list above containing a nitro group on carbon:
SMILES	TRAIL sens C8	COUP-TFII inh	LMP1 NFkB inh	NR5A2 inv ag	TLR9-MyD88 block	NCOA1 inh	NOD2-RIPK2 inh	TWEAK-Fn14 inh	NCOA3 inh	TROY NFkB inh	NCOA2 inhibitor
Cc1ccc(S(=O)(=O)N2CCN(C(=O)Cn3nc(C)c([N+](=O)[O-])c3C)CC2)c(C)c1	8	-8	4	-12	-17	1	-7	0	-26	14	26
N#Cc1cc([N+](=O)[O-])ccc1N1CCN(c2ccccc2O)CC1	7	-10	5	-40	-2	-18	13	-25	-8	-18	-5
Cc1cccc(Oc2cc([N+](=O)[O-])cc3c2C(=O)Nc2ccccc2O3)c1	12	12	4	14	-3	8	-4	47	11	14	2
O=[N+]([O-])c1ccc(Cl)cc1NCc1cccnc1	8	-10	1	-24	5	-19	-7	-16	-2	19	-16
NC(=S)n1[nH]c(-c2ccc([N+](=O)[O-])cc2)c(N=Nc2ccc(Cl)cc2)c1=O	59*	nt	32	24	-6	-42	-1	54*	10	53*	nt
Cc1nn(CC(=O)Nc2ccc(Cl)cn2)c(C)c1[N+](=O)[O-]	-10	-4	-3	6	1	-1	-5	-8	19	1	-14
CCOc1ccc(CSC2=NCCN2)cc1[N+](=O)[O-]	-5	6	-7	38	-10	13	5	20	12	11	-19
